# ERp5 inh: inhibitors of human ERp5; Q15084; AID 651711; inhibition, % at 9.99 µM; ERp5 insulin aggregation, absorbance 650 nm, 90 min; hit rate 0.05% among 350,000;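 active = mean replicate inhibition above about 25%, with every replicate also reaching it, limit read from the data, passing the limit was not always enough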
# esBAF inh: blocks esBAF chromatin remodeling in mouse ES cells | Bmi1-luciferase knock-in reporter, 24 h; 100% = twice the neutral-well signal | hit rate 2% among 350,000 | reporter increase, % at 12.5 µM | AID 602393; in the data active = activation above about 40%;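 also: 0% = median of the plate's neutral control wells and 100% = double that signal; a rise in the Bmi1 reporter signal indicates esBAF inhibition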
# RAD52 inh: blocks human RAD52 DNA annealing; P43351; inhibition, % at 18.7 µM; hit rate 0.46% among 360,000; recombinant RAD52 DNA annealing, FRET fluorescence; AID 651710;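 active = every replicate showing at least 50% inhibition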
# Target sequence (P43351 whole entry, looked up): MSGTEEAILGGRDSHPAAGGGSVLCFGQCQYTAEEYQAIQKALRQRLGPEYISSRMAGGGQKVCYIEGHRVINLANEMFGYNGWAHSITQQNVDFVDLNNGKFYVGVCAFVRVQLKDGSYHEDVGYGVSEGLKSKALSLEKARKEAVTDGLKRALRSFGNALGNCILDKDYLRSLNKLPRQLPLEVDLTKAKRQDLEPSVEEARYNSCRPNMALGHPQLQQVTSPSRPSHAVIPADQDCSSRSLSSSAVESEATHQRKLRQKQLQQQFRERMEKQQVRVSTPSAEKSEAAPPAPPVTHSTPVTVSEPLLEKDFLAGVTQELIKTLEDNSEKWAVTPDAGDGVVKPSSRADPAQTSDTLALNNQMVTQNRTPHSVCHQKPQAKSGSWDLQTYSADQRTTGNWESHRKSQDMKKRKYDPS
# ARNT-TACC3 inh: disrupts binding between human ARNT and TACC3; Q9Y6A5; AlphaScreen His-ARNT PAS-B/GST-TACC3 binding, luminescence; TACC3 fragment carries E629A point mutation; inhibition, % at 9.99 µM; hit rate 0.66% among 390,000;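 active = mean inhibition of replicates at least 50% and at least half of replicates each reaching 50%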;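 also: 0% = complete ARNT plus TACC3 wells and 100% = ARNT alone without TACC3; many hits fall short of the cut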
# E-selectin induc: E-selectin induction on HUVECs; P16581; HUVEC E-selectin immunofluorescence imaging; normalized: neutral wells 0, TNF-alpha wells 100; activation, % at 7.58 µM; hit rate 0.37% among 260,000;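 active = mean E-selectin-positive cell signal at least 10% of the positive control, reached in at least 60% of replicates, without over 20% cell loss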;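 also: in these data hits start at about 27%; measured in HUVEC primary endothelial cells; signal is the percent of cells scored E-selectin positive by PE staining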
# Target sequence (P16581 whole entry, looked up): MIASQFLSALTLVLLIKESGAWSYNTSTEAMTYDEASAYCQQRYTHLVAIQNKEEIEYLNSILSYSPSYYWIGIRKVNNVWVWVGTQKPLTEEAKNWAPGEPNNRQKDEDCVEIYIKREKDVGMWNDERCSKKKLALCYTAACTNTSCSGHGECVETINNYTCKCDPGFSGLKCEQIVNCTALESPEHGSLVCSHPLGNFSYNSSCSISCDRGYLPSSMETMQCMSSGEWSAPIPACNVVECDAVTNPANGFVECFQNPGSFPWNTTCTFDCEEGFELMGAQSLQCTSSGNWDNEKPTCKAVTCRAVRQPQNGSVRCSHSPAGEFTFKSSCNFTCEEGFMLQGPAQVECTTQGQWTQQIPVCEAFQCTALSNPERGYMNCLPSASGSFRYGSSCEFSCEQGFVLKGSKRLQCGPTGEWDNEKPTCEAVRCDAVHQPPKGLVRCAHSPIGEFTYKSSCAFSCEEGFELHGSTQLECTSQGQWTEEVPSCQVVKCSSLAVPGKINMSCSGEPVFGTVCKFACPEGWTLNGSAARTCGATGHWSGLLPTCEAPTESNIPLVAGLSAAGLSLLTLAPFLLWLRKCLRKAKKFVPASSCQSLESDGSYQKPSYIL
#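 System: HUVEC / Compound: single concentration / Signal: immunofluorescence imaging / Read-out: percent E-selectin-positive cells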
# RAD54 inh: inhibitors of human RAD54 branch migration. Q92698. RAD54 Holliday junction branch migration, FAM/BHQ fluorescence. inhibition, % at 10.4 µM. hit rate 0.14% among 360,000. AID 602329;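 active = mean normalized replicate activity at least 40 and at least half of replicates scoring 40 or more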;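 also: 0% = median of neutral control wells and 100% = median of positive control wells; inhibitors cause a drop in the FAM fluorescence signal; in these data hits start at about 50%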
# Casp6 inh: inhibitors of human caspase-6. hit rate 0.53% among 350,000. inhibition, % at 12.5 µM. P55212. purified caspase-6, Z-VEID-R110 cleavage fluorescence;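 active = mean inhibition across replicates at least about 35%, with every replicate also reaching that limit, limit read from the data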;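 also: 0% = median of neutral control wells and 100% = no fluorescence left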
# PglD inh: blocks C. jejuni PglD acetyltransferase activity. hit rate 0.098% among 360,000. AID 602405. inhibition, % at 12.5 µM. purified PglD enzyme, DTNB colorimetric CoA detection; in the data active = inhibition above about 16%, passing the limit was not always enough; also: strong numbers were not always called active
# * = called active by the depositor; i = inactive; · = not tested or not shown.
No.	Structure	ERp5 inh	esBAF inh	RAD52 inh	ARNT-TACC3 inh	E-selectin induc	RAD54 inh	Casp6 inh	PglD inh
1	C/C=C/c1ccccc1[C@@H]1[C@H](C#N)N(c2nc(CC)cs2)[C@H]1CO	4.4	·	-2.1	·	0.5	·	1.7	·
2	COc1ccc(Cl)cc1NC(=O)c1cc(C)no1	2.6	-2.9	11.7	-0.8	0.0	-0.3	-1.9	3.5
3	O=C1CSC(=S)N1N=Cc1ccc(Cl)cc1Cl	2.3	·	-73.3	26.7	1.5	·	8.3	·
4	COCC#Cc1ccc([C@H]2[C@@H](CO)N3C(=O)CN(C(=O)Nc4ccccc4F)C[C@H]23)cc1	1.0	·	1.4	·	0.1	·	2.4	·
5	C[C@@H](NC(=O)C[C@@H]1C=C[C@@H](NC(=O)C2CCC2)[C@H](CO)O1)c1ccccc1	-0.2	-0.1	3.7	2.4	0.6	-1.4	-3.6	-0.1
6	O=C(CCc1nc2ccccc2c(=O)[nH]1)NNC(=O)c1ccc(Cl)cc1	-2.1	5.2	-58.8	-3.3	-1.0	-7.4	3.2	2.3
7	Cc1onc(C(=O)N2CCN(C(c3ccccc3)c3ccccc3)CC2)c1[N+](=O)[O-]	1.8	-3.6	-7.3	3.2	1.1	-27.8	-0.3	4.2
8	O=C(N/N=C/c1c[nH]c2ccccc12)c1cc(Cl)ccc1O	2.1	30.5	-14.1	28.0	1.5	-0.1	8.4	3.9
9	O=C(CCN1C(=O)NC2(CCCC2)C1=O)Nc1cccc(S(=O)(=O)N2CCOCC2)c1	-6.2	-0.6	-16.1	-5.7	0.1	10.7	42.2*	4.7
10	O=C(O)c1cc(=O)[nH]c2c(Cl)cccc12	-0.2	·	-11.2	-3.5	8.8	-9.0	-4.1	-2.9
11	CCC(=O)Nc1ccc2c(c1)OC[C@@H](C)N(C(=O)c1ccc(F)cc1)C[C@@H](C)[C@@H](OC)CN(C)C2=O	7.5	3.9	-15.7	1.6	-0.1	-6.9	·	5.2
12	O=C(Oc1ccccc1C(=O)N1CCOCC1)c1cccc(Br)c1	·	-2.0	·	-5.8	·	-3.0	·	4.7
13	CSc1cccc(NS(=O)(=O)c2ccc3c(c2)oc(=O)n3C)c1	-0.2	-0.6	-8.4	-14.7	1.5	0.8	2.1	4.2
14	COC(=O)c1ccc(CNC(=O)Cn2cnc(C(=O)Nc3ccc(C)c(C)c3)n2)cc1	1.7	6.7	7.7	-3.7	0.1	3.1	·	2.2
15	CCCN1[C@@H]2c3ccc(-c4ccc(F)cc4)c(=O)n3C[C@@H]2[C@@H](CO)[C@@H]1C(=O)N[C@H](C)c1ccccc1	1.6	3.3	3.1	28.9	0.0	-0.2	-0.9	-0.6
16	CC1(C)CC(=O)C(C2C3=C(CC(C)(C)CC3=O)Oc3ccc4ccccc4c32)C(=O)C1 (centres undefined)	2.5	·	-0.3	12.8	·	·	1.2	·
17	Cc1ccc2cc(C)c(N3CCC(C)CC3)nc2c1	-2.5	·	-6.8	-7.8	-1.6	·	-3.6	·
18	c1ccc(Cn2c[n+](Cc3ccccc3)c3ccccc32)cc1	2.6	-5.8	-9.3	-5.3	·	-4.0	-3.4	-4.1
19	CCOc1ccc(N)cc1OC	2.6	11.7	31.2	8.8	1.0	12.6	19.5	-1.8
20	COc1ccc(N2CC(C(=O)N[C@@H](C)C(=O)NCCc3ccccc3)CC2=O)cc1 (some centres undefined)	3.5	2.0	12.2	0.6	-0.1	7.5	0.0	0.3
21	COc1ccc(S(=O)(=O)n2cnc(C)c2)cc1	0.3	·	-9.6	-6.8	·	·	-0.8	·
22	CN(C(=O)CSc1nnc(-c2ccco2)n1Cc1ccccc1)C1CCS(=O)(=O)C1 (centres undefined)	0.3	2.0	-2.3	-1.7	0.2	5.6	18.1	0.2
23	CC(C)n1nnnc1SCC(=O)NCc1ccc2c(c1)OCO2	·	-11.5	·	-1.7	2.5	-5.5	·	-2.5
24	CCC(CC)NC(=O)/C=C/c1cccc([N+](=O)[O-])c1	1.5	·	0.6	-4.9	-0.7	·	1.5	·
25	CCN(CC)c1ccc(/C=C(\C#N)C(=O)NCc2ccco2)cc1	-1.7	·	i	·	-0.5	·	9.7	·
26	COc1cccc(S(=O)(=O)N[C@@H]2CC[C@H](CC(=O)NCc3ccccc3)O[C@H]2CO)c1	1.7	0.4	1.5	-1.3	-0.4	1.5	0.4	0.6
27	Cc1cc(C)cc(NCC(=O)Nc2c(C)cccc2C)c1	·	16.1	·	-5.5	·	5.2	·	5.8
28	COc1cc(-c2noc(C)c2C(=O)NCCCN2CCOCC2)cc(OC)c1OC	-10.3	-5.4	-14.6	-4.5	0.1	-3.8	-3.4	3.5
29	CCCCOCCCNC(=O)C[C@@H]1C[C@@]2(C(=O)OCC)CCC=C2N(Cc2cccc3ccccc23)C1=O	-0.8	·	-18.4	·	-0.4	·	-2.7	·
30	COc1ccc(-n2nnnc2-c2cccc(OC)c2)cc1	·	-7.2	·	-1.7	·	-0.4	·	1.0
31	O[C@@H]1CN(Cc2ccccc2Cl)CC[C@H]1N1CCOCC1	-2.6	6.5	-8.9	-10.2	0.0	-6.1	-1.0	0.5
32	CN(CC(=O)Nc1ccc(S(=O)(=O)N(C)C)cc1)Cc1ccc(C(F)(F)F)cc1	-5.6	3.0	-7.6	-1.0	-0.1	0.7	-2.1	-1.0
33	NS(=O)(=O)c1ccc(CCNC(=O)c2ccco2)cc1	-1.2	·	-9.8	-4.3	-1.5	·	0.8	·
34	C[C@@H]1CN([C@@H](C)CO)C(=O)CCCn2cc(nn2)CO[C@H]1CN(C)Cc1ccccc1C(F)(F)F	-4.9	-1.8	-1.6	-3.7	-0.2	-4.5	0.7	-0.9
35	CCCn1c(O)c(N=NC(=O)c2ccco2)c2ccccc21	0.7	·	-19.0	-2.1	1.5	-3.5	0.9	-2.6
36	C[C@@H]1CN([C@H](C)CO)C(=O)c2cc(/C=C/c3ccccc3)cnc2O[C@@H]1CN(C)C(=O)c1cnccn1	-2.8	7.7	1.7	-1.2	-0.2	3.4	-1.1	-3.3
37	Cc1ccc(C)c(S(=O)(=O)NCC(c2ccco2)N2CCc3ccccc3C2)c1 (centres undefined)	-3.1	3.9	-39.5	-0.1	0.3	-28.3	-0.7	-0.5
38	C[C@H]1CCCCO[C@H](CN(C)C(=O)Nc2ccc(F)cc2)[C@@H](C)CN([C@@H](C)CO)C(=O)c2cc(NS(=O)(=O)c3ccccc3)ccc2O1	-2.1	0.1	5.5	-2.8	-0.1	0.3	1.0	-4.8
39	Cc1ccc(N=Nc2ccc(O)c(/C=N\NC(=O)c3ccc(N)cc3)c2)cc1C	·	13.2	·	-3.0	1.7	-5.8	·	·
40	COc1ccc(NC(=O)C2CCC(CNS(=O)(=O)c3cccs3)CC2)cc1OC (centres undefined)	1.9	·	-13.8	-1.8	-0.6	·	3.0	·
41	CCC(Cc1ccccc1)NC(=O)Cn1cccc1C(=O)c1ccccc1 (centres undefined)	1.3	-2.1	1.0	-19.5	·	-6.2	0.0	4.1
42	Cc1ccc(N(C(=O)c2sc(C)nc2C)C(C(=O)NCc2ccco2)c2ccccc2)cc1 (centres undefined)	-7.5	7.6	-1.4	-2.3	·	-1.0	-1.5	5.9
43	O=[n+]1c2c(n([O-])c3c1CCCC3)CCCC2	·	-3.1	·	-4.2	·	-10.6	·	-2.4
44	COC(=O)c1ccc(Oc2nc(N(C)C)nc(N3CCOCC3)n2)cc1	·	-1.7	·	-5.4	·	-2.2	·	5.4
45	O=C(CSc1ncnc2c1nnn2Cc1ccc(F)cc1)NCC1CCCO1 (centres undefined)	-15.0	·	-22.3	0.9	-0.5	2.7	-2.4	·
46	COc1ccc(C)cc1NC(=O)CCNS(=O)(=O)c1ccc2c(c1)CCC(=O)N2	-8.9	-0.6	-6.3	1.0	0.9	-2.1	-3.9	-0.5
47	O=C(Nc1ccc2c(c1)CCC2)C1CCN(c2c3c(nc4ncnn24)CCC3)CC1	·	11.1	·	-1.8	·	-6.1	·	2.9
48	COc1cccc(-c2nc(CS(=O)(=O)CC(=O)N3CCN(C4CCCCC4)CC3)c(C)o2)c1	7.0	-1.4	-5.6	-1.1	-0.2	4.5	1.3	4.4
49	CC1(C(=O)NS(=O)(=O)c2ccccc2Cl)CCN1C(=O)CC1CCCC1 (centres undefined)	-6.6	-12.4	-5.1	·	0.0	-20.4	3.1	-1.6
50	CC(C)c1ccc(C(=O)Nc2cccnc2)cc1	1.7	10.0	1.0	8.8	·	3.8	-1.5	-2.6

# Ordered by length of the SMILES (rising): some entries from above.
No.	Structure	ERp5 inh	esBAF inh	RAD52 inh	ARNT-TACC3 inh	E-selectin induc	RAD54 inh	Casp6 inh	PglD inh
30	COc1ccc(-n2nnnc2-c2cccc(OC)c2)cc1	·	-7.2	·	-1.7	·	-0.4	·	1.0
33	NS(=O)(=O)c1ccc(CCNC(=O)c2ccco2)cc1	-1.2	·	-9.8	-4.3	-1.5	·	0.8	·
31	O[C@@H]1CN(Cc2ccccc2Cl)CC[C@H]1N1CCOCC1	-2.6	6.5	-8.9	-10.2	0.0	-6.1	-1.0	0.5
40	COc1ccc(NC(=O)C2CCC(CNS(=O)(=O)c3cccs3)CC2)cc1OC (centres undefined)	1.9	·	-13.8	-1.8	-0.6	·	3.0	·
32	CN(CC(=O)Nc1ccc(S(=O)(=O)N(C)C)cc1)Cc1ccc(C(F)(F)F)cc1	-5.6	3.0	-7.6	-1.0	-0.1	0.7	-2.1	-1.0
34	C[C@@H]1CN([C@@H](C)CO)C(=O)CCCn2cc(nn2)CO[C@H]1CN(C)Cc1ccccc1C(F)(F)F	-4.9	-1.8	-1.6	-3.7	-0.2	-4.5	0.7	-0.9

# Next section.
No.	Structure	ERp5 inh	esBAF inh	RAD52 inh	ARNT-TACC3 inh	E-selectin induc	RAD54 inh	Casp6 inh	PglD inh
51	C[C@@H]1CN([C@H](C)CO)C(=O)c2cc(NC(=O)CCCN(C)C)ccc2O[C@@H](C)CCCCO[C@@H]1CN(C)Cc1ccncc1	-3.8	1.2	7.4	-5.2	0.2	-3.0	-0.2	0.3
52	Cc1cccc(/C=N/NC(=O)c2cc3c(s2)-c2ccccc2CC3)c1	·	-9.5	·	-2.5	·	3.3	·	1.6
53	Nc1nc(=O)n(C2CC(O)C(CO)O2)cc1Cl (centres undefined)	-1.9	-0.3	1.3	·	-0.1	2.6	3.8	-3.4
54	CC(C)(C)c1cc(C(=O)O)c(CN2CCCCC2)o1	·	-2.5	·	-8.7	·	1.3	·	-8.7
55	CCCn1c2ccccc2c2cnn(CC(=O)N3CCOCC3)c(=O)c21	0.9	2.1	-7.3	-4.0	·	8.3	-0.4	1.4
56	O=C(C1CC1)N1CCCCN2[C@@H](CO)[C@@H](c3ccc(C#CC4(O)CCCC4)cc3)[C@@H]2C1	-1.7	·	11.7	1.3	·	-1.4	1.4	4.3
57	CCc1cc2c(=O)n(CCCOC)c(SCC(=O)Nc3oc(C)c4c(C)n[nH]c(=O)c34)nc2s1	2.6	·	-13.1	1.2	-1.9	·	4.0	·
58	CCOCCn1c(CN2CCN(CC)CC2)nc2c1c(=O)n(C)c(=O)n2C	-0.9	2.5	-17.1	-9.8	0.4	-4.9	-1.8	3.4

# Some of these compounds in order of the RAD52 inh value, descending:
item	Compound	RAD52 inh
53	Nc1nc(=O)n(C2CC(O)C(CO)O2)cc1Cl (centres undefined)	1.3
55	CCCn1c2ccccc2c2cnn(CC(=O)N3CCOCC3)c(=O)c21	-7.3
57	CCc1cc2c(=O)n(CCCOC)c(SCC(=O)Nc3oc(C)c4c(C)n[nH]c(=O)c34)nc2s1	-13.1

# Screening results as filed in PubChem.
